14-3-3 PPI = 14-3-3 gamma protein interaction modulation | AID 422 | P61981 | FP, 14-3-3gamma / TMR-pS259-Raf peptide binding | inhibition, % at 40 µM | actives 0.19% (n = 160,000); in the data active = inhibition above about 30%;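 note: 0% = protein plus tracer without compound and 100% = blank with tracer alone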
Target sequence (P61981 whole entry, looked up): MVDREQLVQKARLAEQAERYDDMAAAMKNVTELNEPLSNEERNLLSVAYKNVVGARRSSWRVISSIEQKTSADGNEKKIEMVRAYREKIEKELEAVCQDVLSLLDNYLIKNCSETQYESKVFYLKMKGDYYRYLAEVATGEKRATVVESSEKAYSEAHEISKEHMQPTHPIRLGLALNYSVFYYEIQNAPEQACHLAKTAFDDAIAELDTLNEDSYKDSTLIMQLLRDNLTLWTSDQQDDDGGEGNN
* hit, by the source's call; & = joins results of further samples.

SMILES | 14-3-3 PPI
Cc1oc2cc3c(C(=O)OCCN(C)C)c(C)oc3cc2c1C(=O)OCCN(C)C | 1
COc1ccc(-n2nc3c(c2NC(=O)c2ccc(C)c([N+](=O)[O-])c2)CSC3)cc1 | 1
COc1nc2ccccc2c(=O)n1OCC(C)C | -7
COc1ccc(-c2coc3cc(O)ccc3c2=O)cc1OC | 2
Cc1sc(NC(=O)c2cc3n(n2)C(C(F)(F)F)CC(c2cccs2)N3)c(C(=O)OC(C)C)c1C (stereo not drawn) | 1
COc1cccc2cc(C(=O)NC(C)=O)c(=Nc3ccccc3F)oc12 | -4
CC1=C(c2ccc(C)cc2)S(=O)(=O)N(CC(=O)O)C1=O | 2
O=C1C2C(C(=O)N1c1cccc3ccccc13)C1C=CC2C12CC2 (stereo not drawn) | -30
COc1ccccc1CNS(=O)(=O)c1cc(Br)cc2c1N(C(C)=O)CC2 | -9
Nc1ccc2nc(NC(=O)C34CC5CC(CC(C5)C3)C4)sc2c1 | -7
CCOc1ccc(S(=O)(=O)N=C2C=C(Nc3ccc(OC)cc3)C(=O)c3ccccc32)cc1 | -3
COc1c(Cl)cc(Cl)cc1C(=O)Nc1ccccc1N1CCN(C(C)=O)CC1 | -5
CC1CCc2c(sc(NC(=O)c3cccc(S(=O)(=O)Nc4ccc(Br)cc4)c3)c2C#N)C1 (stereo not drawn) | -7
CC1(C)Cc2c(sc(NC(=O)c3ccc(S(=O)(=O)N4CCCC4)cc3)c2C(N)=O)C(C)(C)N1 | -14
CCOC(=O)N1CCN(C(=O)CCc2c(C)nc3nc(C)nn3c2C)CC1 | -4
CCOc1ccccc1N(C)C(=O)C1CCN(S(=O)(=O)c2cccc3nonc23)CC1 | -12
Cc1c(NC(=O)c2ccc(F)cc2)c(=O)n(-c2ccccc2)n1C | 3&-11
CCOc1ccc(CN2CCN(S(=O)(=O)c3ccc(NC(C)=O)cc3)CC2)cc1OC | -7
Cn1c(-c2ccc3c(c2)OCO3)cnc1NCc1cccc(Cl)c1 | -8
COc1ccc(-c2cc(CCCC(=O)NCCc3cc(OC)ccc3OC)no2)cc1 | -1
O=C(CCCn1c(=O)c2sccc2n(Cc2cccc([N+](=O)[O-])c2)c1=O)NCc1ccc2c(c1)OCO2 | 0
CC1CC(C)CN(S(=O)(=O)c2cccc3nonc23)C1 (stereo not drawn) | -1
O=S(=O)(NCc1ccc2c(c1)OCO2)c1cccc2cccnc12 | -8&-6
CC1CCc2nn(CC(=O)NCCC3=CCCCC3)cc2C1 (stereo not drawn) | 2
O=C(c1ccco1)N1CCN(C(=O)c2cnn3cccnc23)CC1 | -3
CC1CCc2c(sc(NC(=O)c3cccs3)c2C(=O)N2CCOCC2)C1 (stereo not drawn) | -2
CCc1nc(Oc2ccc3ccc(=O)oc3c2)c2c3c(sc2n1)CCCC3 | -4
Cc1ccc(NC(=O)CCn2c(=O)oc3ccccc32)cc1 | -7
CCOC(=O)c1sc2ncnc(Nc3ccc(OC)cc3OC)c2c1C | -3
CCCCOC(=O)CSc1ncnc2sc(C)c(C)c12 | -28
O=C(COC(=O)c1ccc2c(c1)OCO2)NC1CCS(=O)(=O)C1 (stereo not drawn) | 1
c1cn2c(NC3CCCC3)c(-c3ccc(N4CCOCC4)cc3)nc2cn1 | -7
COc1ccc(Br)cc1S(=O)(=O)N1CCOCC1 | 1
COc1ccc(OCC(=O)Nc2ncc3c(n2)CC(C)(C)CC3=O)cc1 | -1
CCc1ccc(NC(=O)CSc2cccc3ccc(C)nc23)cc1 | -14
COC(=O)C1=C(N)OC2=C(C(=O)CC(c3ccccc3)C2)C1c1ccc(C)cc1 (stereo not drawn) | 5
Cn1c(=O)[nH]c(=O)c2c1nc(N1CCCCCC1)n2Cc1ccc(F)cc1 | -7
COc1cc(C2C(C(=O)Nc3ccc(C)cn3)=C(C)NC3=C2C(=O)CC(C)(C)C3)cc(OC)c1OC (stereo not drawn) | 0
Cc1ccc(Cl)cc1N(CC(=O)Nc1c(C)n(C)n(-c2ccccc2)c1=O)S(C)(=O)=O | 2
COCCNC(=O)c1cc2cc3cc(OC)ccc3nc2s1 | 5
COc1ccc(C(CCN2C(=O)c3ccccc3C2=O)C2CCOC(C)(C)C2)cc1 (stereo not drawn) | 6
CC1=CC(C)(C)NC(=S)N1C(C)c1ccccc1 (stereo not drawn) | -7
COC(=O)c1c(NC(=O)c2ccc(OC)c(OC)c2)sc2c1C(C(=O)OC)CC2 (stereo not drawn) | -7
Nc1ccc2c(c1)OCCOCCOc1ccc(N)cc1OCCO2 | -4
NCCCNc1c(Cl)cccc1[N+](=O)[O-] | -1
Fc1ccc(C2=NN3C(C2)c2cc(Cl)ccc2OC32CCCCC2)cc1 (stereo not drawn) | -8
Cc1ccc(C2=Nc3ccccc3NC(C)(c3ccc(C)o3)C2)o1 (stereo not drawn) | 0
COc1ccccc1-n1cnc2cc(NC(=O)c3cccc(C)c3)ccc21 | -10
OCCn1c(-c2ccc(F)cc2)csc1=Nc1cccc(C(F)(F)F)c1 | 1
CC1(C(=O)O)CCC(C(=O)N2CCOCC2)C1(C)C (stereo not drawn) | -4
O=C(c1coc(=O)c(Br)c1)N1CCCc2ccccc21 | -7
COc1ccc(C2NC(=O)NC(C)=C2C(=O)OC2CCCC(C)C2)cc1Br (stereo not drawn) | 0
COc1ccccc1CNC(=O)c1sc2ncn(CC(=O)N3CCCC3)c(=O)c2c1C | -52
CC(C)N(Cc1nc(-c2ccccc2)no1)C(=O)c1ccc2c(c1)OCO2 | 9
CCn1c(=O)[nH]c2ccc3c(c21)C(=O)c1ccccc1C3=O | 8
COc1cc(C(=O)N=c2sc3cc(S(C)(=O)=O)ccc3n2C)cc(OC)c1OC | 5
COCCOC(=O)C1=C(N)OC2=C(C(=O)CC(C)(C)C2)C1c1ccccc1[N+](=O)[O-] (stereo not drawn) | 1
OCCN1CCN(c2nc(-c3ccccc3)c3cc(Cl)ccc3n2)CC1 | -2
CCSc1oc(-c2ccco2)nc1S(=O)(=O)c1ccc(F)cc1 | -94
COc1cccc(NC(=O)c2cc(S(=O)(=O)N(C)Cc3ccccc3)ccc2F)c1 | -8

The list goes on:
SMILES | 14-3-3 PPI
CCN(c1ccccc1)S(=O)(=O)c1cnc[nH]1 | 4&-8
COc1ccc(S(=O)(=O)Nc2cc(C(=O)NCc3ccc(C)cc3)ccc2N2CCOCC2)cc1 | -11
COc1ccc(C2NC3=C(CCC3)C3(C#N)C(OC)(OC)N=C(N)C23C#N)cc1 (stereo not drawn) | -2
Cc1cc(C)nc(NS(=O)(=O)c2ccc(NC(=O)c3ccc(S(=O)(=O)N4CCOCC4)cc3)cc2)n1 | -1
Cc1ccc(-n2ncc3c2ncn2c(-c4ccncc4)nnc32)cc1 | -8
Cc1cc(C(=O)NCc2ccc(Cl)cc2)no1 | -3
Cc1ccc(C(O)CN2C3=NCCCN3c3ccccc32)cc1 (stereo not drawn) | 0
COCCOC(=O)c1c(C)n(C)c2ccc(OC(=O)N3CCOCC3)cc12 | 3
CCc1ccccc1S(=O)(=O)Cc1ccc(C(=O)NCC2CCCO2)o1 (stereo not drawn) | 7
O=[N+]([O-])c1ccccc1Oc1ccccc1[N+](=O)[O-] | 7
CCN(C(=O)Cn1ncc2c(=O)oc3ccccc3c21)c1cc(OC)ccc1OC | 1
CC(=O)Nc1cc2c(cc1NC(=O)c1cnccn1)OCCO2 | -1
Cc1ccc(F)cc1N1C(=O)CSC1c1ccccc1Br (stereo not drawn) | 3
CCOC(=O)C(C)Oc1ccc2c(=O)c(Oc3ccc(OC)cc3)coc2c1 (stereo not drawn) | -13
Cc1ccc2cc(COC(=O)c3ccncc3)c(=O)[nH]c2c1 | -12
Cc1nc(SCC(=O)Nc2nc3ccccc3s2)c(C#N)c(C)c1C | -4
Cc1cc2c(c(C)c1Cl)CN(Cc1ccc(Cl)cc1)CO2 | 2
COc1ccc(C(=O)/C=C\N2CCOCC2)cc1 | -14
O=C(CSc1nnc(-c2ccco2)o1)c1ccccc1 | -6
COc1ccc(C(=O)N2CCC(N3CCN(c4ccccc4)CC3)CC2)cc1 | -2
CCCCNC(=O)c1cnn2c(C)c(Cc3c(C)cc(C)cc3C)c(C)nc12 | -3
CC(=O)N1N=C(c2cccs2)CC1c1cn(-c2ccccc2)nc1-c1ccccc1 (stereo not drawn) | -2
O=C(Cc1ccc(Cl)cc1)Nc1ccc2oc(-c3ccccc3F)nc2c1 | -17
O=C(COC(=O)c1ccc2c3c1C1C=CCC1CN3CC1CC=CC21)c1ccc([N+](=O)[O-])cc1 (stereo not drawn) | -26
Cc1ccc2nc(-c3cccc([N+](=O)[O-])c3)oc(=O)c2c1 | -4
COc1cccc(-c2nn(C)c3sc(C(=O)Nc4cc(C)ccc4OC)cc23)c1 | -2
N#Cc1ccccc1NC(=O)CSc1nc(-c2cccs2)cc(C(F)(F)F)c1C#N | -17
O=C(NCC1CCCO1)c1cccnc1Nc1ccccc1F (stereo not drawn) | -10
CSc1nnc(Cn2c(=O)sc3ccccc32)n1-c1ccccc1C | -7
O=C(CN1CCN(C2CCCCC2)CC1)c1ccc2cc[nH]c2c1 | 2
CC1CCN(C(=O)C2Cc3ccccc3CN2S(=O)(=O)c2ccc(F)cc2)CC1 (stereo not drawn) | -1
CCOC(=O)c1c(-c2ccccc2)csc1NC(=O)C(C)Oc1ccc(F)cc1 (stereo not drawn) | -14
O=C1C2C(c3ccc(F)cc3)OC3(C(=O)c4ccccc4C3=O)C2C(=O)N1c1ccc([N+](=O)[O-])cc1 (stereo not drawn) | -1
CCOC(=O)c1sc(N2C(=O)C(=O)/C(=C(/O)c3ccccc3)C2c2cccc(Cl)c2)nc1C (stereo not drawn) | -39
COc1ccc(C(=O)c2sc3nc4c(c(-c5ccco5)c3c2N)CCCCC4)cc1 | -2
O=C(CN(C(=O)c1ccco1)c1cccc(F)c1)NCc1ccc(F)cc1 | -6
CC(=O)C12c3ccccc3C(c3ccccc31)C1C(=O)N(c3ccc(Br)cc3)C(=O)C12 (stereo not drawn) | -4
O=C(NC1CCCCC1)C1CCN(C(=O)c2ccccc2)CC1 | 1
CCOC(=O)c1cnc2ccccc2c1Nc1cccc(C(C)=O)c1 | -357
COc1nccnc1NS(=O)(=O)c1ccc(NC(=O)c2ccccc2Br)cc1 | 14

Some of the entries above, set out differently:
Structure	14-3-3 PPI
COc1cccc(-c2nn(C)c3sc(C(=O)Nc4cc(C)ccc4OC)cc23)c1	-2
CCOC(=O)c1cnc2ccccc2c1Nc1cccc(C(C)=O)c1	-357
Cc1ccc2nc(-c3cccc([N+](=O)[O-])c3)oc(=O)c2c1	-4
O=C(CN1CCN(C2CCCCC2)CC1)c1ccc2cc[nH]c2c1	2
CC(=O)C12c3ccccc3C(c3ccccc31)C1C(=O)N(c3ccc(Br)cc3)C(=O)C12 (stereo not drawn)	-4
CSc1nnc(Cn2c(=O)sc3ccccc32)n1-c1ccccc1C	-7
COc1ccc(C(=O)c2sc3nc4c(c(-c5ccco5)c3c2N)CCCCC4)cc1	-2

Going on with the list:
SMILES | 14-3-3 PPI
COc1cccc(CC(NC(C)=O)C(=O)NC2CCN(c3c4c(nc5ncnn35)CCC4)CC2)c1 (stereo not drawn) | -10
O=S(=O)(Cc1cccc(Cl)c1)c1nc(C(F)(F)F)cc(C(F)(F)F)n1 | 2
O=C(CSc1nc(O)cc(=O)[nH]1)N1CCCCCC1 | -2
O=C1C2CC=CCC2C(=O)N1c1ccc(N2CCC(O)(c3ccc(Cl)c(C(F)(F)F)c3)CC2)c([N+](=O)[O-])c1 (stereo not drawn) | 10
Cc1cc(-c2cccnc2)c(C#N)c(SCC#N)n1 | -4
CCOC(=O)c1ccc(NC(=O)Cn2cc3c(n2)CCC(C)C3)cc1 (stereo not drawn) | -12
COCCNC(=O)CCn1c(=O)[nH]c2ccccc2c1=O | -4
O=C(Nc1nc2ccccc2n1Cc1ccc(Cl)cc1)c1ccco1 | 0
Cc1ccc(NC(=O)c2ccco2)cc1C | -3
COc1ccc(C(=O)Nc2cc(C(=O)Nc3cccc(C(C)=O)c3)ccc2N2CC3CC(C2)c2cccc(=O)n2C3)cc1 (stereo not drawn) | -7
CCCCOc1ccc(Nc2cc(C)nc3ccc(C(=O)OC)cc23)cc1 | -88
Cc1c(Br)c([N+](=O)[O-])nn1CC(=O)NCc1ccco1 | -4
Cc1ccc(C)n1-c1ccc(Cl)cc1C(=O)O | -21
NC(=O)Cn1c(=O)n(Cc2cccs2)c(=O)c2ccc(Cl)cc21 | 14
CC(C)CCNC(=O)Cn1c(=O)oc2cc(S(=O)(=O)N3CCc4ccccc43)ccc21 | -7
O=C(NCCCN1CCOCC1)c1ccc(CS(=O)(=O)c2c(Cl)cccc2Cl)o1 | 3
Cc1cccc2nc(-c3cccc(NC(=O)c4ccc(Cl)cc4)c3)cn12 | -14
O=[N+]([O-])c1cc(Oc2cccnc2)cc(Sc2ccccc2)c1 | 1
O=C(NCc1ccc(Cl)c(Cl)c1)c1cccnc1 | -3
CSc1ccccc1NC(=O)COc1ccc(Cl)cc1C | -6
S=C(c1ccc(Cl)cc1)N1CCCCC1 | -11
Cc1[nH][nH]c(=O)c1C(c1ccc(OCc2ccc(Br)cc2)cc1)c1c(C)[nH][nH]c1=O | -11
COc1cc2[nH]c(=S)n(Cc3ccc(C)cc3)c(=O)c2cc1OC | -2
Cc1ccc2nc(CSc3nnc(-c4ccco4)n3-c3ccccc3)cc(=O)n2c1 | -4
COc1cc(C(=S)N2CCOCC2)cc(OC)c1OC(=O)c1ccccc1Cl | -12

An excerpt from above in order of the 14-3-3 PPI value, lowest first:
SMILES | 14-3-3 PPI
CCOC(=O)C(C)Oc1ccc2c(=O)c(Oc3ccc(OC)cc3)coc2c1 (stereo not drawn) | -13
COc1cc(C(=S)N2CCOCC2)cc(OC)c1OC(=O)c1ccccc1Cl | -12
CC(=O)C12c3ccccc3C(c3ccccc31)C1C(=O)N(c3ccc(Br)cc3)C(=O)C12 (stereo not drawn) | -4
CCOc1ccc(S(=O)(=O)N=C2C=C(Nc3ccc(OC)cc3)C(=O)c3ccccc32)cc1 | -3

The list is partial (hit frequency here may not be typical).
